SENP1 FRET inh: human SENP1 catalytic domain inhibitors, primary screen, biochemical, FRET, uHTS. Sentrin-specific protease 1 (Homo sapiens), Q9P0U3. recombinant SENP1 catalytic domain, CyPet-SUMO1-YPet FRET cleavage. inhibition, % at 10 µM. 360,000 tested, 0.21% active;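 active = inhibition at least 30% at 10 µM, raw YFP signal under a set limit, fluorescence ratio 0.5 to 1.5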;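 also: 0% = enzyme with DMSO and 100% = no enzyme wells; some results filed as inactive read as strong as hits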
Target sequence (Q9P0U3 419-644 limits assumed): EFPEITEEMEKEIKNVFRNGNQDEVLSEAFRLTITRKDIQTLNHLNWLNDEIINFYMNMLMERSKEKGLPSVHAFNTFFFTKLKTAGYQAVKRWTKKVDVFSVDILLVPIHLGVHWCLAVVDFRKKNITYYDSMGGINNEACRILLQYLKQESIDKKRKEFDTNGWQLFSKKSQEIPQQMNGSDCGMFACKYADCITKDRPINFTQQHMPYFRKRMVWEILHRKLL
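material = recombinant human SENP1 catalytic domain, His6-tagged | quantity = 20 pM enzyme | reagent = 25 nM SUMO1 FRET substrate | compound dosing = 10 µM single point, 0.5% DMSO | timing = 50 min enzyme reaction, room temperature, light-protected | detection = FRET, CFP and YFP emission | control set = no-enzyme low, enzyme-DMSO high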
UBC13 inh: UBC13 polyubiquitin chain formation inhibitors, primary screen, biochemical, TR-FRET, uHTS. Ubiquitin-conjugating enzyme E2 N (Homo sapiens), P61088. inhibition, % at 20 µM. 330,000 tested, 0.47% active; in the data active = inhibition above about 45%, passing the limit was not always enough
Target sequence (P61088 whole entry, looked up): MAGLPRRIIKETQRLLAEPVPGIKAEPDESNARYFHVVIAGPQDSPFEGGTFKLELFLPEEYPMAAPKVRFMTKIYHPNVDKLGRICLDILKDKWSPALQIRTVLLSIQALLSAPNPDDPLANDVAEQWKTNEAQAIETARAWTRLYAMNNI
SENP8 block-1: human SENP8 protease inhibitors, primary screen, biochemical, fluorescence, Nedd8 protein substrate, uHTS | Sentrin-specific protease 8 (Homo sapiens), Q96LD8 | recombinant SENP8 | inhibition, % at 20 µM | 360,000 tested, 0.64% active | AID 602440, 2012; in the data active = inhibition mostly above about 40%, no sharp cut-off; inactive = mostly below about 27%
SENP6 inh: SENP6 protease inhibitors, primary screen, biochemical, luminescence, uHTS; Recombinant SENP6 catalytic domain, aminoluciferin luminescence; inhibition, % at 10 µM; 330,000 tested, 1.8% active;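 active = inhibition above about 50% at the single tested dose, limit read from the data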;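 also: plate controls were DMSO wells with enzyme for no effect and DMSO wells lacking enzyme for full effect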
Target sequence (Q9GZR1 628-1112 limits assumed): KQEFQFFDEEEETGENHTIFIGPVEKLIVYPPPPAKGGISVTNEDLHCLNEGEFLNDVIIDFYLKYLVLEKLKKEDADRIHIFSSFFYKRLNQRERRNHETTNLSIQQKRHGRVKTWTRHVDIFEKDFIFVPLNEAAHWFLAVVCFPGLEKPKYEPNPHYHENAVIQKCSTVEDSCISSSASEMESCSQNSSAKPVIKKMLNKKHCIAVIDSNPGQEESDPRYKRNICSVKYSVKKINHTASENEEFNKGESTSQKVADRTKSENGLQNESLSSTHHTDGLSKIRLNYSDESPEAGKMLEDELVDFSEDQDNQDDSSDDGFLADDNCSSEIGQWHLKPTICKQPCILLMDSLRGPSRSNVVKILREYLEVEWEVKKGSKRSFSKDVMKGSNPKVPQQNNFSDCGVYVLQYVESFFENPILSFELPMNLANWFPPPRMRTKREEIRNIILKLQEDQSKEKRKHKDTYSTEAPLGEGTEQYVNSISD
MIN6 prolif: inducers of MIN6 beta-cell proliferation, primary screen, ATP luminescence, uHTS; AID 2380, 2010; MIN6 cells proliferation, ATPlite luminescence, 48 h; cells starved in 0.2% serum; 100% = growth in 10% serum; proliferation, % at 10 µM; 330,000 tested, 0.29% active;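 active = compounds whose signal lies at least 3.5 SD above the mean of all wells on their plate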;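 also: 0% = DMSO-treated cells in low-serum medium and 100% = 10% serum control; some compounds called inactive have numbers as strong as hits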
PfG6PD inh: PfG6PD enzyme inhibitors, primary screen, biochemical, fluorescence intensity, uHTS | PfGluPho enzyme, NADPH resazurin-diaphorase fluorescence | 350,000 tested, 0.78% active | inhibition, % at 20 µM;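 active = inhibition reaching at least a set limit at 20 µM in the primary screen, cut at about 59% in these data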;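 also: 0% = DMSO wells with substrate and 100% = DMSO wells lacking glucose-6-phosphate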
HKDC1 inh: HKDC1 hexokinase inhibitors, primary screen, biochemical, fluorescence, uHTS | recombinant HKDC1, G6PDH/diaphorase resazurin coupled fluorescence | 340,000 tested, 0.16% active | Q2TB90 | AID 493160, 2011 | inhibition, % at 20 µM;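 active = inhibition above about 35% when tested at 20 µM, limit read from the data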;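 also: plate controls were DMSO wells with enzyme for no effect and DMSO wells lacking enzyme for full effect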
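System: Recombinant HKDC1 hexokinase | Amount: HKDC1 at 5 µg/mL | Reagent: Glucose with 1 mM ATP | Doses: Single 20 µM dose | Incubation: Reaction time 90 min, room temperature, protected from light | Signal: Coupled resazurin fluorescence, excitation 525 nm, emission 613 nm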
SENP7 inh: SENP7 protease inhibitors, primary screen, biochemical, luminescence, uHTS | Sentrin-specific protease 7 (Homo sapiens), Q9BQF6 | 330,000 tested, 1.5% active | inhibition, % at 5 µM | recombinant SENP7, Z-RLRGG-aminoluciferin luminescence, 40 min;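 active = inhibition above about 50% at the single test dose, limit read from the data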;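 also: plate controls were DMSO with enzyme for no effect and no enzyme buffer wells for full effect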
SENP8 block-2: SENP8 protease inhibitors, primary screen, biochemical, luminescence. 330,000 tested, 1.2% active. purified SENP8, Z-RLRGG-aminoluciferin cleavage. AID 2540, 2010. inhibition, % at 10 µM; in the data active = inhibition above about 50%
The depositor's hits bear a star; · = not tested or not shown.

compound,SENP1 FRET inh,UBC13 inh,SENP8 block-1,SENP6 inh,MIN6 prolif,PfG6PD inh,HKDC1 inh,SENP7 inh,SENP8 block-2
CC(=O)N1CCN(c2ccc(NCc3ccc(-c4ccc(Br)cc4)o3)cc2)CC1,-17,4,-323,2,-6,21,0,7,3
CCOC(=O)C1=C(CS(=O)(=O)c2ccc(C)cc2)NC(=O)NC1c1cc(OC)c(O)c(OC)c1 (stereo not given),0,-10,10,7,3,26,0,-1,7
O=C(Nc1ncc([N+](=O)[O-])s1)C1CC(=O)N(c2ccc(F)cc2)C1 (stereo not given),-14,-8,18,0,0,-20,-5,-6,-6
Cc1cc(C)c2[nH]c(=O)c(C(c3nnnn3C(C)(C)C)N(Cc3ccco3)CC3CCCO3)cc2c1 (stereo not given),-3,10,-48,-9,2,-3,-11,5,-14
CN(C)S(=O)(=O)c1ccc2c(c1)/C(=C/c1cc3c([nH]1)CCCC3)C(=O)N2,-30,-327,30,-10,-6,29,-2,-20,-13
Cc1ncc([N+](=O)[O-])n1CCN1C(=O)c2ccccc2C1=O,1,-1,17,-36,2,0,-4,-3,5
Cc1cc(=O)n2[nH]c(-c3ccc(Cl)cc3)cc2n1,0,4,-35,-7,0,-22,4,9,-10
COc1ccc(NC(=S)Nc2cccnc2)c(OC)c1,-1,10,-3,-7,-2,9,-10,-6,-3
Cc1cc(C(=O)N/N=C(\CCC(=O)O)c2cccs2)c2ccccc2n1,0,4,22,15,0,-16,-7,5,2
COc1cc(Cl)c(C)cc1NC(=O)COC(=O)c1cc(SC)ccc1Cl,2,23,-46,-7,-2,-16,11,-14,-2
CC(=O)Nc1cccc(OCC(=O)NS(=O)(=O)c2ccc(Cl)cc2)c1,0,-5,37,-3,-1,-29,3,6,-4
Cc1ccc(S(=O)(=O)NCC2CCCO2)cc1 (stereo not given),1,5,-1,5,1,-15,2,1,5
COc1ccc(C(=O)CN2CCN(c3ccc(Cl)cc3)CC2)cc1OC,-1,5,18,-2,0,-7,0,-1,5
Cc1ccc(NC2(C#N)C(=O)Nc3ccccc32)cc1 (stereo not given),-3,-8,4,3,-5,13,0,-2,-4
Cc1ccc(S(=O)(=O)NCc2ccco2)cc1C(N)=O,0,-2,10,-6,1,11,2,6,6

Limited to SENP7 inh and SENP6 inh, for some of the entries so far:
Compound	SENP7 inh	SENP6 inh
Cc1cc(C)c2[nH]c(=O)c(C(c3nnnn3C(C)(C)C)N(Cc3ccco3)CC3CCCO3)cc2c1 (stereo not given)	5	-9
CN(C)S(=O)(=O)c1ccc2c(c1)/C(=C/c1cc3c([nH]1)CCCC3)C(=O)N2	-20	-10

Of the compounds above, three have an NH in an aromatic ring.
compound,SENP1 FRET inh,UBC13 inh,SENP8 block-1,SENP6 inh,MIN6 prolif,PfG6PD inh,HKDC1 inh,SENP7 inh,SENP8 block-2
Cc1cc(C)c2[nH]c(=O)c(C(c3nnnn3C(C)(C)C)N(Cc3ccco3)CC3CCCO3)cc2c1 (stereo not given),-3,10,-48,-9,2,-3,-11,5,-14
CN(C)S(=O)(=O)c1ccc2c(c1)/C(=C/c1cc3c([nH]1)CCCC3)C(=O)N2,-30,-327,30,-10,-6,29,-2,-20,-13
Cc1cc(=O)n2[nH]c(-c3ccc(Cl)cc3)cc2n1,0,4,-35,-7,0,-22,4,9,-10

Following part.
compound,SENP1 FRET inh,UBC13 inh,SENP8 block-1,SENP6 inh,MIN6 prolif,PfG6PD inh,HKDC1 inh,SENP7 inh,SENP8 block-2
O=C(Cn1c(/C=C/c2ccccc2)nc2ccccc21)Nc1ccc(F)cc1,-1,3,-304,4,-3,9,6,1,1
N#Cc1ccc(C(=O)NNC(=O)c2cccc(S(=O)(=O)N3CCOCC3)c2)cc1,0,1,3,5,1,-4,0,4,2
CS(=O)(=O)Nc1ccc(C(=O)Nc2cccc([N+](=O)[O-])c2)cc1,1,-5,-5,8,0,4,-3,-8,-13
OCC1(Cc2cccc(Cl)c2)CCCN(Cc2sc(N3CCCC3)nc2Cl)C1 (stereo not given),0,-7,35,-20,-5,17,2,3,4
COc1ccc(-c2cc(C(F)(F)F)n3ncc(C(=O)N4CCCCC4c4cccnc4)c3n2)cc1 (stereo not given),-41,-3,-430,-10,-4,2,0,-3,-12
Cc1[nH]c2ccc(C(=O)N3CCN(C)CC3)cc2c1C,1,0,7,-5,-1,9,-4,-6,-6
NC(=O)[C@H]1CC2(CC(c3cccc(NC(=O)CC(c4ccccc4)c4ccccc4)c3)=NO2)CN1C(=O)c1ccccc1C(=O)c1ccccc1 (stereo not given in full),-1,-44,10,-19,-7,16,-1,-5,-10
CCC1(c2ccccc2)NC(=O)N(CC(=O)Nc2cccc(S(=O)(=O)N3CCCCC3)c2)C1=O (stereo not given),-2,-3,11,-10,-4,-15,5,8,-9
CN(CCO)c1cc(N(C)CCO)c([N+](=O)[O-])cc1[N+](=O)[O-],4,-16,20,15,2,-14,-8,-1,3
COc1ccc(CNc2nc3nc(C)c(Cl)c(=O)n3[nH]2)cc1,1,-4,25,3,1,7,1,6,0
CCCc1cc(=O)[nH]c(SCC(=O)Nc2ccc(Br)cc2)n1,1,11,8,-10,-1,-26,-4,6,6
O=C(CSc1nnc2scc(-c3ccc(Cl)cc3)n12)NCc1ccc2c(c1)OCO2,2,2,5,-18,2,-11,3,-5,4
O=C(NCc1ccccc1Cl)C1CC(=O)N(Cc2ccccc2)C1 (stereo not given),1,-10,16,-14,-3,-10,-7,-9,-16
O=c1[nH]ncc(N/N=C\c2ccncc2)c1Cl,3,-27,16,-12,0,-1,-2,-4,-4
CCn1nc(C)cc1C(=O)N1CCCC(Nc2ccc(C(C)C)cc2)C1 (stereo not given),-3,-5,4,-10,-5,9,-3,0,-13

Complete entries from above.
CC(=O)N1CCN(c2ccc(NCc3ccc(-c4ccc(Br)cc4)o3)cc2)CC1 in the list: SENP1 FRET inh = -17; UBC13 inh = 4; SENP8 block-1 = -323; SENP6 inh = 2; MIN6 prolif = -6; PfG6PD inh = 21; HKDC1 inh = 0; SENP7 inh = 7; SENP8 block-2 = 3
Cc1[nH]c2ccc(C(=O)N3CCN(C)CC3)cc2c1C in the list: SENP1 FRET inh = 1; UBC13 inh = 0; SENP8 block-1 = 7; SENP6 inh = -5; MIN6 prolif = -1; PfG6PD inh = 9; HKDC1 inh = -4; SENP7 inh = -6; SENP8 block-2 = -6

New compounds follow.
compound,SENP1 FRET inh,UBC13 inh,SENP8 block-1,SENP6 inh,MIN6 prolif,PfG6PD inh,HKDC1 inh,SENP7 inh,SENP8 block-2
c1ccc(CCC2CCCCN2Cc2cn[nH]c2-c2cc3ccccc3o2)nc1 (stereo not given),-1,-1,-2,10,-2,7,-1,13,7
COC(=O)c1ccc(Oc2nc(NC(C)C)nc(SC)n2)cc1,-1,5,13,-14,-1,2,-6,0,-8
CC1(C)Cc2c(cnn2-c2ccc(F)cc2)C(NC(=O)C2=NNC(=O)CC2)C1 (stereo not given),2,0,3,-10,2,12,1,-3,-11
O=C(COC(=O)C1CCC1)Nc1cc(S(=O)(=O)N2CCCCC2)ccc1Cl,1,-3,26,-1,-6,4,-3,11,-5
N#CCSc1nnc(COc2ccc3ccccc3c2)o1,4,10,2,14,-4,-1,3,-1,-6
O=C(OCC(=O)N1CCCC1=O)c1cc(S(=O)(=O)N2CCOCC2)ccc1F,-1,-2,5,-21,-4,0,-5,6,-12
C[n+]1cccc2c(Br)ccc([O-])c21,8,-88,117*,95*,-1,114*,29,87*,93*
C/C(=N\S(=O)(=O)c1ccc(C)cc1)N1CCN(S(=O)(=O)c2ccccc2)C1,1,-4,0,11,-4,-20,4,9,3
COc1ccc(C(=O)N2CCCC(CNC(=O)c3ccc(F)cc3)C2)cc1OC (stereo not given),1,-4,3,-2,-1,3,-8,-28,-9
CSc1nc(-c2ccc(C)cc2)nc(N)c1C#N,3,6,-15,-13,1,4,2,3,11
CNC(=O)CN1C(=O)CSc2nc(C)cc(C)c21,-1,-3,9,6,-2,-8,-2,5,-5
COc1cccc(-c2nc(CS(=O)(=O)CC(=O)NC3CCCCC3C)c(C)o2)c1 (stereo not given),2,6,8,-11,-1,-4,0,3,9
NNC(=O)c1csc(-c2ccc(C(F)(F)F)cc2Cl)n1,1,4,19,-13,-2,-13,1,1,-3
CCc1ccc(-n2c(SCc3c(C)noc3C)nnc2-c2ccncc2)cc1,2,-9,11,-3,-1,4,-6,-1,3
CC(C)C(=O)Nc1nc2ccc(S(C)(=O)=O)cc2s1,1,2,8,-9,1,3,-4,-6,-9
CCc1cccc(OCCCCNCCO)c1,0,2,17,-16,-2,-1,0,-3,-1
O=S(=O)(Nc1ccc(-n2cnnn2)cc1)c1cccc(F)c1,0,0,12,-6,-1,-3,-1,2,0
Cc1c(C(=O)OC(C)C)sc(NC(=O)c2cnccn2)c1C(=O)OC(C)C,2,·,-9,·,·,-12,0,·,·

An excerpt of these results, with each value named:
structure: CCc1cccc(OCCCCNCCO)c1
  SENP1 FRET inh = 0
  UBC13 inh = 2
  SENP8 block-1 = 17
  SENP6 inh = -16
  MIN6 prolif = -2
  PfG6PD inh = -1
  HKDC1 inh = 0
  SENP7 inh = -3
  SENP8 block-2 = -1
structure: O=S(=O)(Nc1ccc(-n2cnnn2)cc1)c1cccc(F)c1
  SENP1 FRET inh = 0
  UBC13 inh = 0
  SENP8 block-1 = 12
  SENP6 inh = -6
  MIN6 prolif = -1
  PfG6PD inh = -3
  HKDC1 inh = -1
  SENP7 inh = 2
  SENP8 block-2 = 0
structure: Cc1c(C(=O)OC(C)C)sc(NC(=O)c2cnccn2)c1C(=O)OC(C)C
  SENP1 FRET inh = 2
  UBC13 inh = ·
  SENP8 block-1 = -9
  SENP6 inh = ·
  MIN6 prolif = ·
  PfG6PD inh = -12
  HKDC1 inh = 0
  SENP7 inh = ·
  SENP8 block-2 = ·

Screening data from PubChem.
